Source: PubChem (National Center for Advancing Translational Sciences (NCATS))
IkB signaling: IkB Signaling; actives 0.04% (n = 110,000); ABC-DLBCL IkBa-CBG/CBR dual luciferase ratio, 4 h; response scale: scaled: untreated 0%, proteasome inhibitor 100%; Potency, µM (titrated, usually from 57.1 µM), for the others: top-dose IkBa stabilization activation; active means well fitted curve in the direction sought with a large enough effect in the signal ratio, not every such curve was filed as active; inconclusive means small, poorly fitted or top-dose-only effect, or a change in a side signal; the % refers to the signal ratio;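 further: the direction sought is a rising ratio; 0% = basal untreated cells and 100% = reference inhibitor full response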
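Luminescence ratio of IκBα-fused green versus native red beetle luciferase in OCI-Ly3 cells, 4 h post-doxycycline with compound; red signal alone, scaled from basal (0%) to zero light (-100%), flagged nonspecific or cytotoxic effects.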
p53ts 39C tox: qHTS Screen for Compounds that Selectively Target Cancer Cells with p53 Mutations: Cytotoxicity of p53ts Cells at the Nonpermissive Temperature | Potency, µM (titrated, usually from 46.1 µM), inactives show top-dose activity change, negative = cell killing, actives largely listed as cytotoxic | actives 1.5% (n = 130,000) | H1299-p53A138V viability at 39C, ATP luminescence, 24 h | AID 902, 2007; further: nearly all actives have a fitted effect of over 55% in size
p53ts 32C tox: qHTS Screen for Compounds that Selectively Target Cancer Cells with p53 Mutations: Cytotoxicity of p53ts Cells at the Permissive Temperature; H1299-p53A138V at 32C, ATP luminescence viability, 24 h; actives 0.93% (n = 130,000); AID 924, 2007; Potency, µM (titrated, usually from 46.1 µM), for the others: at the highest dose activity change, negative = cytotoxicity, hits mostly cytotoxic;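 further: 0% = DMSO and -100% = full killing by reference compound; nearly all actives have a fitted effect of over 55% in size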
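ATP-content luminescence (ATPlite) read-out after 24 h compound exposure at 32C in H1299-p53A138V cells (600/well). Tested up to 46 uM. Normalized to DMSO (0%) and 100 uM tamoxifen (100% killing); Hill-fit AC50.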
Imprint erasure: qHTS Assay for Compounds that Induce Erasure of Genomic Imprints. mouse ES Peg3-LacZ reporter, beta-gal luminescence, 40 h. Potency, µM (doses to about 60.7 µM), for the others: at the top dose activity change, positive = activation, hits mostly activators. actives 0.02% (n = 110,000);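 further: 0% = negative control wells on the plate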
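Each well holds 300 Peg3LacZ-Neo (maternal) female ES cells incubated 40 h at 37C, 5% CO2. LacZ is measured by BetaGlo luminescence, with AC50 and maximum efficacy derived from dose-response curves.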
An asterisk follows results filed as active; ? = inconclusive; / = not tested or not shown; [ ] = dose if it differs, or a comment. Unless noted, the call rests on the fitted dose curve; in most records, active means well fitted curve in the direction sought with a large enough effect; inconclusive means small, poorly fitted or top-dose-only effect, or another doubt; inactive means no such curve, though single readings can be large; an effect the other way counts as inactive or inconclusive. Unless noted, on the % scale 0 is the no-effect control and ±100 the full control effect; potency means the concentration at half of the fitted maximal effect. Compounds as they come; any-hit rate near 1.7%.

Molecule	IkB signaling	p53ts 39C tox	p53ts 32C tox	Imprint erasure
CCN(c1ccc(OC)cc1)S(=O)(=O)c1ccc2[nH]c(=O)ccc2c1	?	-18%	-25%	-19%[10.9 µM]
CCN(CC)C(=O)CSc1nnc(-c2cc(OC)cc(OC)c2)o1	-0.5%	-4%	-6%	-31%[inhibitor]
CC(=O)CC1(O)C(=O)N(CN2CCN(c3ccccc3)CC2)c2ccccc21 (stereo not drawn)	-0.3%	2%	5%	-27%
Cc1cccc(-n2ncc(C(=O)N3CCC(C)CC3)c2C2CCN(C(=O)OC(C)(C)C)CC2)c1	-2.6%	-9%	3%	-3%[10.9 µM]
COc1cc(C)nc(Oc2ccc(OCc3ccccc3)nn2)n1	-1.9%	4%	17%	-10%
Cc1ccc2[nH]c(=O)c(COC(=O)C3CCCO3)cc2c1 (stereo not drawn)	-0.2%	0%	-7%	2%
COC(=O)C1=C(C)N2C(=O)CSC2=NC1c1ccc2c(c1)OCO2 (stereo not drawn)	0.6%	9%	2%	-7%
COc1ccc(C2c3c(oc4ccc(C)cc4c3=O)C(=O)N2CCCN2CCOCC2)cc1OC (stereo not drawn)	-1.8%	-18%	23%	-16%[10.9 µM]
Cc1nnc(SCC(=O)Nc2cccc(C(F)(F)F)c2)[nH]c1=O	-1.0%	-1%	-6%	-5%
CCC(C)NC(=O)Cn1c(=O)n(-c2ccc(C)c(C)c2)c(=O)c2c(C)c(C(=O)N(CC)CC)sc21 (stereo not drawn)	0.9%	-1%	9%	-14%[10.9 µM]
O=C(NCC(c1ccc2c(c1)OCO2)N1CCN(c2ccccc2)CC1)C(=O)Nc1ccccc1F (stereo not drawn)	?	-24%	-4%	-15%[10.9 µM]
CCc1cccc(Nc2ncnc3onc(-c4ccc(F)cc4)c23)c1	-4.1%	-10%	7%	7%[10.9 µM]

The closing 2 compounds of the part above come first, to join the parts:
Molecule	IkB signaling	p53ts 39C tox	p53ts 32C tox	Imprint erasure
O=C(NCC(c1ccc2c(c1)OCO2)N1CCN(c2ccccc2)CC1)C(=O)Nc1ccccc1F (stereo not drawn)	?	-24%	-4%	-15%[10.9 µM]
CCc1cccc(Nc2ncnc3onc(-c4ccc(F)cc4)c23)c1	-4.1%	-10%	7%	7%[10.9 µM]
CCOc1cc(-c2nnc(SCC(=O)NCc3ccccc3)nc2-c2ccc(OC)c(OCC)c2)ccc1OC	0.1%	-18%	12%	-27%[10.9 µM]
COc1ccc(Cc2nnc(NC(=O)c3ccco3)s2)cc1OC	2.5%	-3%	-1%	0%
CCC1CCCCN1C(=O)c1cc(-c2ccc(Cl)c(Cl)c2)on1 (stereo not drawn)	?	9%	4%	-33%[inhibitor]
Cc1cccc(NC(=O)CSc2nc3c(oc4ccccc43)c(=O)n2C(C)C)c1	?	-8%	22%	4%[10.9 µM]
COc1ccc(S(=O)(=O)n2nc(C)c(S(=O)(=O)N3CCCCCC3)c2C)cc1	1.9%	7%	5%	-11%[10.9 µM]
COc1cc(NC(=O)c2ccc(NC(=O)N3CCSc4ncccc43)cc2)cc(OC)c1	?	-25%	-11%	7%[10.9 µM]
COc1ccc(CCNC(=O)c2ccc3c(c2)N=C(C)c2ccccc2S3)cc1OC	?	0%	7%	-7%[10.9 µM]
COc1ccc(-c2nnc(SCCOc3cccc(C)c3)n2N)cc1	-0.1%	-6%	-8%	21%
Cc1noc(C)c1COC(=O)c1ccc(-c2nc3ccccc3s2)s1	-0.9%	-25%	-9%	-24%
CC(C)c1ccc(OCc2cc(=O)n3c(-c4ccccc4)csc3n2)cc1	2.0%	-5%	-3%	-13%[10.9 µM]
COc1ccc(S(=O)(=O)N(CC(=O)NCCc2ccccc2)c2ccc(Cl)cc2)cc1	-2.3%	2%	-9%	-9%[10.9 µM]
COc1ccc(N/C(C)=C2/C(=O)C(=O)N(CCO)C2c2ccc(Br)cc2)cc1 (stereo not drawn)	0.8%	6%	11%	-9%
COCCNC(=O)C1CC(=O)N(C2CCCC2)C1 (stereo not drawn)	0.2%	-4%	2%	2%
Cc1cc(C)cc(CSc2nnc(C)c(=O)[nH]2)c1	-0.9%	11%	-2%	-9%
COc1ccc(CCn2c(C)cc(C(=O)CSc3nnnn3-c3ccccc3)c2C)cc1OC	0.2%	-7%	-11%	-8%
COC(=O)CSc1nnc([C@H](CC(C)C)NC(=O)OC(C)(C)C)o1	3.5%	1%	3%	-6%
Cc1cc(OCC(O)CN2CCN(CCO)CC2)ccc1C(C)C (stereo not drawn)	0.0%	-19%	-18%	-16%
COc1ccc(OC)c(CCNC(=O)c2ccc3c(c2)N(Cc2ccc(C)cc2)CCS3)c1	?	3%	8%	13%[10.9 µM]
CCc1cccc(CC)c1NC(=O)C1CCC(CNS(=O)(=O)c2cccc3nsnc23)CC1 (stereo not drawn)	?	-9%	25%	-5%[10.9 µM]
CCc1ccc(NC(=O)C2CCCN2S(=O)(=O)c2ccc3c(c2)CCCC(=O)N3)cc1 (stereo not drawn)	1.3%	-13%	-3%	-13%[10.9 µM]
COc1ccccc1NC(=O)CSc1nc2nc(C)cc(C)c2c(=O)[nH]1	3.1%	-4%	6%	-1%
CCOc1ccc(NC(=O)NCCc2c(C)nn(C)c2C)cc1	-1.2%	-4%	-5%	6%[10.9 µM]
CCCCN(C)CCCNC(=O)c1ccc(N2CCCC2=O)cc1	-0.6%	-1%	1%	-7%
Clc1ccc(-c2noc3ncnc(N4CCCCC4)c23)cc1	0.5%	-6%	10%	8%[10.9 µM]

Quoted at random: 3 records from the list.
Molecule	IkB signaling	p53ts 39C tox	p53ts 32C tox	Imprint erasure
Cc1cc(OCC(O)CN2CCN(CCO)CC2)ccc1C(C)C (stereo not drawn)	0.0%	-19%	-18%	-16%
CCc1cccc(CC)c1NC(=O)C1CCC(CNS(=O)(=O)c2cccc3nsnc23)CC1 (stereo not drawn)	?	-9%	25%	-5%[10.9 µM]
COc1ccc(CCn2c(C)cc(C(=O)CSc3nnnn3-c3ccccc3)c2C)cc1OC	0.2%	-7%	-11%	-8%

Remaining list, next part
Molecule	IkB signaling	p53ts 39C tox	p53ts 32C tox	Imprint erasure
CCOc1ccc(CCNC(=O)c2cccc(-n3c(C)nc4cccnc43)c2)cc1	1.9%	?	-4%	-6%[10.9 µM]
COc1cc(-c2nnc3sc(C4CCCCC4)nn23)cc(OC)c1OC	1.6%	-5%	-1%	10%
COC(=O)[C@@]1(Cc2ccc(F)cc2)[C@H]2c3cc(C(=O)N(C)C)n(Cc4cccc5ccccc45)c3C[C@H]2CN1C(=O)c1ccccc1	/	6%	20%	-14%
O=C(O)c1ccc(S(=O)(=O)NC2CCCCC2)cc1	0.4%	-1%	6%	-7%
c1cc(C(c2nnnn2C2CCCCC2)N2CCN3CCCC3C2)ccn1 (stereo not drawn)	0.1%	-6%	-12%	-12%
COc1ccccc1CN1CCNC(=O)C1=O	1.2%	8%	-1%	-4%[10.9 µM]
CNCc1cc2ccc(C)cc2[nH]c1=O	6.4%	3%	1%	-11%
CCCCn1c(SCC(=O)c2cc(OC)ccc2OC)nc2cc(S(N)(=O)=O)ccc21	0.1%	-11%	-11%	-4%
CCc1ccccc1-n1nnc(-c2nc(-c3ccccc3F)no2)c1C	-1.7%	-26%	-26%	12%[10.9 µM]
COc1ccc(NC(=O)c2ccc3c(c2)C(=O)N(Cc2cccnc2)C3=O)c(OC)c1	0.9%	12%	12%	-13%
c1ccc(-c2ccn3nnnc3n2)cc1	/	3%	-7%	/
CCOc1ccc(-c2nnc(-c3snc(-c4ccc(F)cc4)c3N=CN(C)C)o2)cc1	1.4%	1%	-8%	-8%
CCN(CC)CCCNC(=O)c1c(O)c2c([nH]c1=O)CCCC2	1.7%	1%	-7%	/
CCc1ccc2c(CN3CCc4ccccc43)cc(=O)oc2c1	11%	-18%	-9%	-15%
c1ccc(-c2cn3c4c(sc3n2)CCCC4)cc1	?	0.63µM*	1µM*	-88%[inhibitor]
CCCOc1ccc(NC(=O)CC2C(=O)N(c3ccc(C)cc3)C(=O)N2C2CCCC2)cc1 (stereo not drawn)	-2.2%	-8%	-5%	-13%[10.9 µM]
Cc1nnc(Nc2ccc3c(c2)OCO3)c2ccccc12	3.8%	-10%	-25%	-20%
CN(C)CCCNCCCN	2.2%	10%	-7%[1.84 µM]	-4%
COC(=O)c1ccccc1NC(=O)CN1C(=O)CSC1=O	0.1%	6%	2%	7%
Cc1cc(=O)c2cc(Cl)ccc2[nH]1	?	-24%	-22%	-18%
COc1ccc(CNc2nc(SCC(=O)NCc3ccco3)nc3ccccc23)cc1	-1.4%	65%[activator]	-6%	-30%
COCCNC(=O)C(c1ccc(C)o1)N(Cc1ccccc1)C(=O)Cn1nnc2ccccc21 (stereo not drawn)	-0.8%	8%	-4%	-2%
CCOc1cc(-c2nc3c(c(CC)nn3-c3ccccc3)c3cc(OC)c(OC)cc23)ccc1O	0.8%	20%	-1%	-9%[10.9 µM]
COc1cccc(N2CCN(S(=O)(=O)c3ccc(-n4cnnn4)cc3)CC2)c1	-1.2%	0%	6%	-11%[10.9 µM]
Cc1cc(C(=O)OCC(=O)Nc2sc3c(c2C#N)CCC(C)C3)c2ccccc2n1 (stereo not drawn)	/	33%[activator]	13%	/
Cc1ccc(/C=N/n2c(-c3ccco3)n[nH]c2=S)s1	/	3%	17%	/
N#Cc1cn(CCOc2ccccc2F)c2ccccc12	-3.6%	-4%	6%	-28%
COC(=O)c1ccc(C(NC(=O)OCc2ccccc2)/C(=C/[C@@H](C)C(=O)NC2CCCCC2)c2cccnc2)cc1 (stereo partly drawn)	/	-5%	17%	-17%
O=C(CSCc1cnn(-c2ccccc2)c1-n1cccc1)NCCN1CCOCC1	-0.6%	4%	-13%	-7%
Cc1ccc(N2CC(NC(=O)Cc3ccc(F)cc3)CC2=O)cc1 (stereo not drawn)	3.2%	29%	10%	10%[10.9 µM]
c1ccc(Cn2nnc3c(N4CCc5ccccc54)ncnc32)cc1	-0.4%	12%	2%	-7%
O=C(Nc1ccccc1)N1CC[C@@]2(CCCN(C(=O)c3ccncc3)C2)C1	1.2%[11.4 µM]	-4%	-1%	/
O=C(c1ccco1)N1CCN(S(=O)(=O)c2ccc(Br)s2)CC1	?	-2%	11%	-5%
O=C(CCNS(=O)(=O)c1cccs1)Nc1ccccc1F	-0.4%	7%	-12%	-3%
COCCNCCOCCOc1cccc(OC)c1	/	1%	0%	/
CCc1ccccc1NC(=O)C(=O)NCC(c1cccnc1)N1CCc2ccccc21 (stereo not drawn)	?	?	1%	-8%[10.9 µM]
Cc1ccc(CNC(=O)C2CCCN(S(=O)(=O)c3cccnc3)C2)cc1 (stereo not drawn)	1.3%	-12%	1%	-9%
CCOC(=O)c1c(C)c(C(=O)NCc2ccccn2)c(C)n1C	-0.1%	-8%	9%	10%
Cc1ccc(Nc2ccc3cc(S(=O)(=O)N4CCCCC4)ccc3n2)cc1F	?	-10%	16%	-12%[10.9 µM]
O=C(Nc1ccc(F)cc1)[C@H](CSCc1ccccc1)N1Cc2ccccc2C1=O	-0.4%	-24%	9%	8%[10.9 µM]
O=C(O)C1Cc2ccccc2CN1C(=O)c1ccccc1 (stereo not drawn)	6.7%	14%	-1%	/
CC1(C)C(=O)C(c2ccccc2)=C2CN3C(=O)N(CCc4ccccc4)C(=O)C3(Cc3ccc(C(F)(F)F)cc3)C=C21 (stereo not drawn)	/	20%	5%	-1%
CCOC(=O)c1ccc(NC(=O)CCc2nc(-c3ccccc3)no2)cc1	?	0%	18%	-34%[inhibitor]
Cn1ncc(Br)c1C(=O)Nc1ccc(F)cc1F	/	4%	-11%	/
CC(=O)c1ccc(NC(=O)CSC(C)C)cc1	-1.6%	-8%	-7%	-11%
CCCCn1nnnc1SCC(=O)Nc1ccc(C)cc1	0.1%	-6%	2%	-4%
